Anesthetic bind: binds horse apoferritin like a general anesthetic; 0.074% of 350,000 active; Potency, µM (series often up to 77.5 µM), without a hit: top-dose activity change, negative = displacement, hits mostly inhibitors; AID 485281; apoferritin/1-aminoanthracene competitive binding, fluorescence; note: potency is the fitted concentration of half-maximal effect; % is set by controls: 0 for no effect and ±100 for the full control effect; nearly all actives have a fitted effect of over 20% in size
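10 uM apoferritin + 50% sat. 1-AMA, PBS; cpd 10 min RT; Ex380/Em535 endpoint; normalized to free probe vs complex; 4-param Hill fit; propofol titration as pos. ctrl.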
Pol eta inh: inhibitors of human DNA polymerase eta. 1.2% of 390,000 active. Potency, µM (top dose mostly 114 µM), for inactives: at the top dose activity change, negative = inhibition, most hits filed as inhibitors. Q9Y253. recombinant Pol eta, fluorescent DNA replication assay; note: potency is the fitted concentration of half-maximal effect; % is set by controls: 0 for no effect and ±100 for the full control effect
Target sequence (Q9Y253 whole entry, looked up): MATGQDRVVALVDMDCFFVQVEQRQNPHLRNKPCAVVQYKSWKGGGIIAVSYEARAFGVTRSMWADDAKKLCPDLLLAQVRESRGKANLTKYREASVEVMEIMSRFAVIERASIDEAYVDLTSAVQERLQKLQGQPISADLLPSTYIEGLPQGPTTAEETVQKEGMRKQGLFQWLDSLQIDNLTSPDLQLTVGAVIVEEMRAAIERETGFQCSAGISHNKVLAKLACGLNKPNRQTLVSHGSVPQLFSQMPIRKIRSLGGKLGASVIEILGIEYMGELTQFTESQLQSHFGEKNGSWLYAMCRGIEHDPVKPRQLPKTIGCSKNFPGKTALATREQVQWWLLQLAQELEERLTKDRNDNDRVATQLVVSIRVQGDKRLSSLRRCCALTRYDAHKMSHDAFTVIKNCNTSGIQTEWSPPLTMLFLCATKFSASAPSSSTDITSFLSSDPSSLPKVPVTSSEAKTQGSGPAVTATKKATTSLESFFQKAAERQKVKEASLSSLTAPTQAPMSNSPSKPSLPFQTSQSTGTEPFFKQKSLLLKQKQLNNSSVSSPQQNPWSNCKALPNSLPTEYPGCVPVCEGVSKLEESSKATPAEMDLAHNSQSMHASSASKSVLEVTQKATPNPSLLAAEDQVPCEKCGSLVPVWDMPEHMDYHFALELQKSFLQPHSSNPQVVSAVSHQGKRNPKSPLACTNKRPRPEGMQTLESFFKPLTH
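Pol eta at 10 nM preincubated with compounds 15 min at room temperature; reaction started with fluorescent substrate (50 nM final) and read kinetically at 0 and 10 min.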
APEX1 inh: inhibitors of human APE1 endonuclease; P27695; recombinant APE1, TAMRA/BHQ-2 abasic DNA cleavage fluorescence; Potency, µM (highest dose often 65.8 µM), inactives show top-dose activity change, negative = inhibition, hits mostly inhibitors; 0.35% of 350,000 active; AID 2517;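 note: potency is the fitted concentration of half-maximal effect; plate controls were vehicle for no effect and reference inhibitor for full effect; nearly all actives have a fitted effect of over 55% in size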
Target sequence (P27695 whole entry, looked up): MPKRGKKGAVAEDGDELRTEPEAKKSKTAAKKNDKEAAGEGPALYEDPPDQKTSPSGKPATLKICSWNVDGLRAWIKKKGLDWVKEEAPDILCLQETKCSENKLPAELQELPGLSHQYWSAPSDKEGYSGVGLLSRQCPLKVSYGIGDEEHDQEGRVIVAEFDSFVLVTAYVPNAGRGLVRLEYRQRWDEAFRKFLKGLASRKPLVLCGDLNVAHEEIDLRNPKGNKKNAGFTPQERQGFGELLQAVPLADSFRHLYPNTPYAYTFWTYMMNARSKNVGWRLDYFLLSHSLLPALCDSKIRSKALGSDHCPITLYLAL
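Kinetic fluorescence read (525 ex/598 em nm, three reads 60 s apart) of AP-site incision; signal = third minus first read. Enzyme 0.75 nM, dual-labelled THF duplex 50 nM, compound preincubation 15 min RT.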
Pol beta inh: DNA polymerase beta (human) inhibition; Potency, µM (series often up to 114 µM), without a hit: at the highest dose activity change, negative = inhibition, usual class: inhibitors; AID 485314; P06746; 1.3% of 340,000 active; Pol beta primer extension/strand displacement, fluorescence kinetic; note: potency is the fitted concentration of half-maximal effect; % is set by controls: 0 for no effect and ±100 for the full control effect
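Human Pol beta at 10 nM; strand-displacement substrate 50 nM final. Compound exposure 15 min at room temperature before start, reaction 10 min at room temperature.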
12-LOX inh: blocks human arachidonate 12S-lipoxygenase; P18054; purified 12hLO, xylenol orange hydroperoxide absorbance; Potency, µM (highest dose often 108 µM), for inactives: top-dose activity change, negative = inhibition, most hits filed as inhibitors; 1.1% of 580,000 active; note: potency is the fitted concentration of half-maximal effect; % is set by controls: 0 for no effect and ±100 for the full control effect
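Hydroperoxide product was detected by ferrous iron/xylenol orange as the 573 to 405 nm absorbance ratio. Arachidonic acid at 40 uM (final) was turned over for 30 min at room temperature by 150 nM human 12hLO, pH 7.0 Hepes buffer, after 15 min compound preincubation.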
RGS4 inh: inhibitors of human regulator of G protein signaling 4; P49798; Transcreener GDP fluorescence polarization, RGS4-accelerated GTP hydrolysis; Potency, µM (series often up to 114 µM), for the others: at the top dose activity change, negative = inhibition, most hits filed as inhibitors; 0.039% of 390,000 active; AID 504845; note: potency is the fitted concentration of half-maximal effect; % is set by controls: 0 for no effect and ±100 for the full control effect; nearly all actives have a fitted effect of over 75% in size; some results filed as inactive show a strong effect at the top dose
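MLSMR compounds (23 nl, pin-transferred) preincubated 10 min at room temperature with a 500nM (2x) first reagent, then RGS4 at 900nM (2x) plus Transcreener GDP mix added; fluorescence polarization (620/688 nm) read before and after 90 min at 30 °C.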
LDHA inh: blocks human lactate dehydrogenase A | P00338 | purified LDHA, NADH/diaphorase-resazurin fluorescence; stronger effect = lower value | activity change, % (values are at about 110 or 230 µM) | 0.15% of 480,000 active | AID 1347041; in the data active = activity change below about -30%; inconclusive = mostly about -25% to -30%;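 note: plate controls were DMSO wells for no effect and wells without enzyme for full effect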
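LDH5 2 nM; NADH 0.06 mM, pyruvate 0.2 mM; 200 mM Tris pH 7.4, EDTA, Tween-20; 5 min RT. Detection: diaphorase 0.133 mg/mL + resazurin 37 µM, fluorescence ex540/em590 at 0 and 20 min; normalized to enzyme-free and DMSO wells.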
Pol kappa inh: inhibitors of human DNA polymerase kappa; purified Pol kappa, fluorescent DNA synthesis assay, 10 min; Potency, µM (highest dose often 107 µM), without a hit: at the highest dose activity, negative = inhibition, hits mostly inhibitors; Q9UBT6; 0.53% of 400,000 active; note: potency is the fitted concentration of half-maximal effect; % is set by controls: 0 for no effect and ±100 for the full control effect
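Inhibition of 10 nM Pol kappa is measured by a fluorescent read-out at 0 and 10 min following addition of 50 nM substrate (final), with a 15-min room-temperature compound preincubation.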
ERG Ets-DNA blk: ERG Ets/DNA interaction inhibition | fluorescence polarization, His-ERG Ets domain / labelled DNA | 0.028% of 370,000 active | P11308 | AID 624246 | Potency, µM (doses to about 76.9 µM), without a hit: top-dose FP activity, negative = inhibition, actives largely listed as inhibitors; active = well fitted inhibition curve with a large enough effect in the polarisation, with a control signal flat; inconclusive = small, poorly fitted or top-dose-only effect, or effect the other way, or a change in a side signal; inactive = no such curve, though single readings can be large or run the other way; the % refers to the polarisation;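 note: polarization taken with two DNA probes labelled with fluorescein and Texas red; potency is the fitted concentration of half-maximal effect; % of control where 0% means no effect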
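His-tagged ERG Ets domain (1 uM in the protein solution; 300mM KCl, 50mM Tris-HCl, 1mM EDTA, 1mM DTT, pH 7.5) received compound, then a probe mix of 5 nM fluorescein-DNA and 100nM Texas-615-DNA. Fluorescence polarization was read for both dyes.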
* marks the source's active call; other numbers are inactive results; ? = inconclusive; / = no result given; & = joins results of further samples; [ ] = remark or other dose. Unless noted, calls come from the whole dose curve; as a rule, active = well fitted curve in the direction sought with a large enough effect; inconclusive = small, poorly fitted or top-dose-only effect, or another doubt; inactive = no such curve, though single readings can be large; an effect the other way counts as inactive or inconclusive. The list is partial; the hit share may differ from the screen's.

SMILES	Anesthetic bind	Pol eta inh	APEX1 inh	Pol beta inh	12-LOX inh	RGS4 inh	LDHA inh	Pol kappa inh	ERG Ets-DNA blk
CSCC[C@H](NC(=O)[C@H]1N2C(=O)c3ccccc3C2SC1(C)C)C(=O)NCc1ccncc1 (some centres undefined)	-8%	-3%	25%	17%	5%	11%	-2	-1%	13%
CCN(CC)S(=O)(=O)c1ccc(NC(=O)COC(=O)c2ccc(Br)o2)cc1	?	-6%	-5%	28%	-47%	10%	-5	-5%	6%
COc1cc(CN2CCc3nc(N4CCN(c5ccccn5)CC4)ncc3C2)cc(OC)c1OC	-10%	-17%	/	-1%	-2%	6%	-1	-11%[60.1 µM]	-2%
N#Cc1cc2c(nc1SC1CCCCC1O)CCCC2 (centres undefined)	?	2%	2%	4%	2%	-8%	-2	-5%	-8%
c1ccc(-c2nc3nc4ccccc4nc3n2Cc2ccco2)cc1	?	-5%	3%	11%	0%	?	4	6%	9%
Cc1cc(SCNC(=O)c2ccccc2)nc(C(C)C)n1	0%	-3%	-14%	0%	-11%	?	0	3%	-2%
Cc1cc(C)c2c(=O)cc(C(=O)Nc3c(C)n(C)n(-c4ccccc4)c3=O)oc2c1	-12%	-13%	/	4%	20%&17%	-4%	-5&1	12%	1%
CCCN(C(=O)c1ccc(N2CCCC2=O)cc1)c1c(N)n(Cc2ccccc2)c(=O)[nH]c1=O	/	1%	18%	/	-19%	-24%	-3	-1%	-9%
CCOC(=O)C1=C(C)Nc2ccccc2N=C1NC(=O)c1ccc(Cl)c(S(=O)(=O)N2CCCC2)c1	-23%	-23%	?	?	-10%	-3%	-1	-12%	25%
O=[N+]([O-])c1ccc(N2CCN(S(=O)(=O)c3ccc4ccccc4c3)CC2)cc1NCC1CCCO1 (centres undefined)	1%	-3%	-2%	12%	-10%	14%	-5	-2%	10%
Cn1c(C(=O)NCc2ccc(F)cc2)cc2c(=O)n(C)c3ccccc3c21	0%	-12%	/	19%	-8%	-28%	0	-5%	3%
Cc1cc(C)cc(NC(=O)c2nccnc2C(=O)O)c1	9%	0%	-1%	18%	?	0%	-6	-10%	0%
Cc1cc(NS(=O)(=O)c2ccc(NC(=O)c3ccccc3C)cc2)nc(C)n1	9%	-4%	/	-2%	-5%	14%	-8	-1%	-23%
COc1ccc(N2CCN(C(=O)C3CCCN3S(=O)(=O)c3cccc4nsnc34)CC2)cc1 (centres undefined)	-6%	-17%	29%	3%	/	38%	-1	-2%	-28%
CCOc1ccc(C(CC(=O)O)n2cnnn2)cc1 (centres undefined)	0%	-13%	-3%	1%	-2%	-17%	-10	0%	0%
Cc1cc2oc(=O)cc(C)c2c(=O)o1	9%	-18%	10%	14%	-8%	4%	-5	-9%	-17%
CC(=O)N1N=C(c2ccncc2)OC12CCCCC2	-20%	-1%	-2%	-1%	40%[activator]	-6%	0	6%	8%
O=C(Nc1ccc(NC(=O)c2ccc(Cl)c(S(=O)(=O)N3CCOCC3)c2)cc1)c1ccccc1	-1%	-19%	-3%	36%	0%	-9%	-1	5%	-3%
Cc1cc(C)n2nc(C(F)(F)F)c(-c3ccccc3)c2n1	-2%	-16%	0%	?	10%	-6%	2	10%	5%
CCc1cccc(NC(=O)CSc2ncc3c(n2)-c2ccccc2N(Cc2ccccc2C)S3(=O)=O)c1	?	-19%	/	16%	2%	-27%	1	0%	0%
O=C(COC(=O)CNC(=O)c1ccc(Cl)c([N+](=O)[O-])c1)NC(=O)c1ccccc1	?	-16%	-17%	-18%	-15%	4%	-4	-1%	8%
O=C(CCC(=O)c1ccc(Oc2ccccc2)cc1)Nc1cccc(Cl)c1Cl	4%	-15%	-1%	50%	-5%	25%	-6	-16%	1%
COc1ccc(/C=C/C(=O)NC2CCN(Cc3ccccc3)CC2)cc1OC	-5%	-17%	48%[12.4 µM]	-21%	11%	-12%	-2	-15%	7%
O=C(CNC(=O)c1ccccc1F)NCCOc1ccccc1Cl	9%	-5%	1%	-13%	-11%	13%[11.4 µM]	-1	4%	2%
CCOc1ccccc1-c1nnc(SCC(=O)NC2CC3CCC2C3)n1CC (centres undefined)	-1%	-10%	-4%	5%	466%[activator]	-3%	-1	1%	-6%
CCOc1ccccc1OCC(O)CNC (centres undefined)	-4%	-2%	1%	13%	11%	10%	0	-2%	-8%
COc1ccccc1CNC(=O)Nc1cccs1	-14%	-1%	-3%	-1%	?	-19%	-2	3%	-1%
Cc1ccc2c(c1)Oc1ccc([N+](=O)[O-])cc1C(=O)N2	-6%	4%	11%	34%	?	2%	-1	-8%	4%
Cc1cc(-c2ccccc2)n2nc(-c3ccc(Cl)cc3)cc2n1	-15%	?	/	28%	-12%	-16%	-12	-13%[60.1 µM]	0%
COCc1[nH]nc2c1C(c1ccccc1Cl)C(C#N)=C(N)O2 (centres undefined)	14%	-13%	14%	-4%	0%	-15%	3	-4%	2%
O=C(Cn1nc(C(=O)O)c2ccccc2c1=O)NC12CC3CC(CC(C3)C1)C2	?	-1%	-3%	3%	-2%	-1%	-8	6%	6%
COc1ccc2c(c1)C(C)=CC(C)(C)N2C(=O)CNCc1ccc2c(c1)OCO2	-22%	-11%	-2%	?	?	4%	-11	4%	0%
CCn1nc(NS(=O)(=O)c2ccc([N+](=O)[O-])cc2)c2cc3cccc(C)c3nc21	-20%	-5%	12%	-20%	-25%	-11%	-5	-14%	1%
CCOC(=O)C1=C(C)NC2=C(C(=O)CC(C)(C)C2)C1c1ccc(O)c(OCC)c1 (centres undefined)	2%	-14%	-3%	-12%	-8%	-8%	4	-2%	13%
N#Cc1nc(-c2ccc(OCc3ccccc3)cc2)oc1NCc1ccco1	-17%	-2%	1%	-2%	-2%&-12%	-2%	-6&-17	-1%	-4%
CN(C)CCOc1ccc2ccccc2c1	-1%	-8%	12%	48%	-17%	-1%	-24	-4%	-13%
COc1ccc(C(=O)OCC(=O)N2CC(=O)Nc3ccccc32)cc1Br	/	1%	-8%	/	?	-13%	-10	-1%	6%
COc1nc2c(c(-c3cc(Br)cs3)c1C#N)Cc1ccccc1-2	1%	-12%	5%	10%	14%	-13%	-10	5%	-2%
CC(c1ccccc1)C1CC(=O)N(c2ccccc2)C1=O (centres undefined)	-23%	-2%	-11%	48%	24%	2%	-9	-8%	4%
COc1cc(SC)ccc1C(=O)N1CCCc2ccccc21	?	-12%	4%	37%	0%	9%	-4	-1%	-6%

Single values from the results shown.
LDHA inh result of CCn1nc(NS(=O)(=O)c2ccc([N+](=O)[O-])cc2)c2cc3cccc(C)c3nc21 → -5
LDHA inh result of O=[N+]([O-])c1ccc(N2CCN(S(=O)(=O)c3ccc4ccccc4c3)CC2)cc1NCC1CCCO1 (centres undefined) → -5

The main list resumes with the two entries that preceded the break.
SMILES	Anesthetic bind	Pol eta inh	APEX1 inh	Pol beta inh	12-LOX inh	RGS4 inh	LDHA inh	Pol kappa inh	ERG Ets-DNA blk
CC(c1ccccc1)C1CC(=O)N(c2ccccc2)C1=O (centres undefined)	-23%	-2%	-11%	48%	24%	2%	-9	-8%	4%
COc1cc(SC)ccc1C(=O)N1CCCc2ccccc21	?	-12%	4%	37%	0%	9%	-4	-1%	-6%
COc1ccccc1C(=O)Nc1nnc(S(=O)(=O)N(C)Cc2ccccc2)s1	-11%	3%	1%	25%	10%	-1%	-3	-1%	-2%
O=C(CN1C(=O)CCc2cc(Br)ccc21)Nc1ccc(OC(F)(F)F)cc1	-2%	-4%	/	-1%	?	-12%	-13	-15%[60.1 µM]	-2%
CCOC(=O)/C(C#N)=C/c1ccc(OCC(=O)Nc2cc(C)ccc2C)c(OC)c1	-4%	-5%	5%	1%	0%	2%	-6	-14%	4%
COC(=O)Cn1c(=NC(=O)c2cc(-c3cccs3)nc3ccccc23)sc2cc(S(N)(=O)=O)ccc21	10%	-14%	-2%	27%	-26%	-7%	-9	-1%	/
O=C(Nc1c(C(=O)N2CCOCC2)cnn1-c1ccccc1)c1ccc([N+](=O)[O-])cc1	-7%	-24%	35%	-17%	11%	-17%	-5	-15%	3%
O=C(COC(=O)c1nc(Cl)ccc1Cl)c1ccccc1Cl	/	-12%	16%	/	?	4%	-4	-9%	2%
CCOc1ccc(S(=O)(=O)N(C)c2ccc(OCC(=O)OCc3c(C)noc3C)cc2)cc1	114%[activator]	-6%	-11%	12%	13%	1%	0	-1%	2%
O=C(Nc1cccc(Cl)c1)c1ccc(NC2=NC3CS(=O)(=O)CC3S2)cc1 (centres undefined)	?	-22%	-14%	9%	-3%	-19%	-11	-3%	3%
Cc1nc(SCc2cc(=O)c3cccc(F)c3[nH]2)n[nH]1	-4%	-9%	/	-1%	?	5%	-1	-3%[60.1 µM]	3%
CC(=O)c1cccc(NC(=O)C(C)OC(=O)C2CCC2)c1 (centres undefined)	-5%	0%	4%	0%	10%	19%	-4	0%	5%
O=C(Nc1ccccc1Cl)N1C2CCC1CC(O)(c1cccnc1)C2 (centres undefined)	-8%	-11%	-4%	-9%	-3%	-15%[11.4 µM]	-3	18%	-4%
CC(C)CN(C(=O)COC(=O)CCSc1ccc(F)cc1)c1c(N)n(Cc2ccccc2)c(=O)[nH]c1=O	/	-17%	-3%	/	-7%	1%	-10	-12%	-1%
Cc1cc2ccccc2c(=O)n1CC(=O)NCC(=O)N(C)Cc1ccccc1	-7%	-10%	4%	49%	-34%	-12%	0	1%	-2%
